rCAG binder: molecules binding r(CAG) RNA repeats; r(CAG) RNA repeat, TO-PRO-1 dye displacement fluorescence; inhibition, % at 3 µM; 370,000 compounds, 1.3% hits; AID 651821;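 active means inhibition above the plate cutoff, the mean of all test compounds on that plate plus 3 SD, cut at about 35% in these data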;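 further: 0% = DMSO alone and 100% = 100 µM mitoxantrone as full dye displacement; higher means more dye released from RNA so lower well fluorescence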
ABHD4 inh: ABHD4 (mouse) inhibition, primary FP screen. Q8VD66. purified mABHD4, FP-Rh probe fluorescence polarization. inhibition, % at 8.92 µM. 370,000 compounds, 0.54% hits;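 active means inhibition exceeding the mean over every tested compound plus 3 SD, cut at about 30% in these data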;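 further: 0% = plate median of compound wells and 100% = S159A mutant with DMSO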
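Assay system: wild-type mouse ABHD4 protein; compound: single nominal dose of 8.92 µM, 0.89% DMSO final; schedule: 45 min + 60 min at 25 °C; measured by: FP readout, ex 525 nm / em 598 nm; evaluation: % inhibition of FP-Rh probe binding versus controls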
LEDGF integ inh: blocks HIV-1 LEDGF/p75-dependent DNA integration; TR-FRET IN-LEDGF/p75 DNA integration, Eu/Cy5; AID 743269; inhibition, % at 3.7 µM; 370,000 compounds, 0.64% hits;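 active means inhibition above the screen-wide mean plus 3 SD, cut at about 13% in these data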;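 further: signal is the Cy5 over europium emission ratio at 671 and 618 nm; 0% = plate median of compound wells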
TCR-CD3 inh: inhibitors of human TCR-CD3 interaction | 360,000 compounds, 0.37% hits | AID 651800 | TAMRA-labeled TCR probe fluorescence, biochemical | inhibition, % at 9.4 µM; in the data active means inhibition above about 19%;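 further: recombinant mutant TCR 2C K166C tagged with TAMRA read by polarization; 0% = receptor in buffer alone and 100% = receptor with positive control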
PRMT1 inh: PRMT1 (human) inhibition, primary screen; recombinant PRMT1, activity-based probe fluorescence polarization; inhibition, % at 2.79 µM; 370,000 compounds, 1.3% hits; AID 652257;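 active means inhibition above about 21% made by adding two undisclosed values, limit read from the data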
Target sequence (Q99873 whole entry, looked up): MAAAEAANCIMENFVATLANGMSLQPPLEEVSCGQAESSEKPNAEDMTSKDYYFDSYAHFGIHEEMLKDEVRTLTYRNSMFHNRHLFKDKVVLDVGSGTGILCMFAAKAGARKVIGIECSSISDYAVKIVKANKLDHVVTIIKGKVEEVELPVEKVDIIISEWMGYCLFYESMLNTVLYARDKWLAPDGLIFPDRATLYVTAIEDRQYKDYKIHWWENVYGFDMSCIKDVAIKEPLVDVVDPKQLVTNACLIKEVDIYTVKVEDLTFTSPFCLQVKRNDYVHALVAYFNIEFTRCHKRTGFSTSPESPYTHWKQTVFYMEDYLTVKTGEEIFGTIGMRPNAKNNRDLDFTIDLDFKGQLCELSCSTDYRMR
HTRA1 inh: blocks human HTRA1 serine peptidase | Q92743 | recombinant HTRA1, FP-rhodamine activity-based probe, fluorescence polarization | inhibition, % at 5.96 µM | 340,000 compounds, 0.5% hits | AID 504803; in the data active means inhibition above about 36%;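 further: 0% = enzyme with DMSO and 100% = wells lacking enzyme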
MBD2 inh: MBD2-methylated oligo binding inhibition; Q9UBB5; TR-FRET, MBD2 binding to methylated oligonucleotide; inhibition, % at 4.4 µM; 370,000 compounds, 0.31% hits; AID 686964; in the data active means inhibition above about 13%
NR1D1 modulator: modulates human Rev-erb alpha binding to DNA | P20393 | Rev-erbα–FITC-DNA binding, fluorescence polarization, 90 min | activity, % at 10 µM | 370,000 compounds, 0.79% hits | AID 1259318;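 active means activity above about 14%, limit read from the data; passing the limit was not always enough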;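 further: 0% = DMSO wells with 35 nM protein and 100% = DMSO wells with 750 nM protein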
Target sequence (P20393 whole entry, looked up): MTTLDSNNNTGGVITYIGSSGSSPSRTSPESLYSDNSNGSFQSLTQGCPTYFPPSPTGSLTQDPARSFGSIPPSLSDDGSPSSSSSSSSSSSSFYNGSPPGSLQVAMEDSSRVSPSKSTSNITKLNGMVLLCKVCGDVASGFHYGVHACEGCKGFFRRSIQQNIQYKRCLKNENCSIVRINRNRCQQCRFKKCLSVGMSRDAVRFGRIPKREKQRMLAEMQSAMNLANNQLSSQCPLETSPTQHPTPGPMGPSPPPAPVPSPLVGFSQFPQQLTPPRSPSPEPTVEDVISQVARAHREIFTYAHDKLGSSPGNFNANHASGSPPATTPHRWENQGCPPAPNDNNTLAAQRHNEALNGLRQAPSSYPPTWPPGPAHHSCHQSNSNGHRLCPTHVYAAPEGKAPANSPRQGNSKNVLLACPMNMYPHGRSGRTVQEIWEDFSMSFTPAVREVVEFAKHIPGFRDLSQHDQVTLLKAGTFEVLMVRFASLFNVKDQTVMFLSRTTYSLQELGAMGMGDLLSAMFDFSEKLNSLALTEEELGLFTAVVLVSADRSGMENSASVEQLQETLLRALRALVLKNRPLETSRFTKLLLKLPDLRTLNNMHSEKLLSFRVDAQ
PG9 binder: binds the HIV-1 gp120 antibody PG9. 360,000 compounds, 0.43% hits. TR-FRET gp120-PG9 antibody binding. inhibition, % at 6.7 µM; in the data active means inhibition above about 8.5%
UHRF1 MBD2 ctr: human UHRF1 methylated DNA binding inhibitors. inhibition, % at 4.4 µM. 370,000 compounds, 0.75% hits. AID 687016. UHRF1 binding to methylated oligo, TR-FRET. Q96T88; in the data active means inhibition above about 21%;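 further: UHRF1 SRA domain binding a hemimethylated CpG hairpin DNA probe; 0% = median of test compound wells and 100% = reference inhibitor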
Starred values were filed as active, the others as inactive; x = not tested or not shown.

SMILES	rCAG binder	ABHD4 inh	LEDGF integ inh	TCR-CD3 inh	PRMT1 inh	HTRA1 inh	MBD2 inh	NR1D1 modulator	PG9 binder	UHRF1 MBD2 ctr
COc1ccc(Cl)cc1NC(=O)COC(=O)C1COc2ccccc2O1 (stereo not given)	3	-12	-4	-4	5	0	12	2	0.2	2
CCOC(=O)CC[C@@H]1CC[C@]2(CCCN(Cc3nccs3)C2)O1	1	3	-3	x	-1	x	-1	-2	x	10
CCN(CC(=O)NCc1ccc(F)cc1)C(=O)C(C)Oc1cccc(Cl)c1 (stereo not given)	-1	0	0	-1	2	10	10	0	-0.1	23*
CC(OC(=O)c1ccc2c(c1)OCO2)C(=O)NC1CCCCC1 (stereo not given)	0	-10	5	-3	0	3	-5	-2	-0.3	2
Cc1ncsc1CCOC(=O)c1ccccc1	-4	4	1	-9	3	2	0	3	0.1	9
Cc1noc(C)c1S(=O)(=O)Nc1ccc(C(=O)NC2CCCCC2)cc1	4	-8	-1	0	1	-4	1	3	-4.3	-2
CC(NS(=O)(=O)c1cc(C(F)(F)F)ccc1Cl)C(=O)N(C)C1CCN(C)CC1 (stereo not given)	3	-6	-3	5	-3	-7	-3	-4	1.1	-3
Cc1ccc(S(=O)(=O)NCCN2CCOCC2)s1	0	4	0	8	-6	0	-5	4	1.7	0
COc1cc(/C=C/C(=O)O)cc(S(=O)(=O)NCC2CCCO2)c1OC (stereo not given)	-1	2	5	12	1	1	-3	-3	0.5	-2
CC(C)N(C(=O)CSc1ncnc2sc(-c3ccccc3)cc12)C(C)C	4	0	0	0	1	-11	3	13	-0.3	0
COc1cc(OC)cc(OCC(O)Cn2cnc3cc(C)c(C)cc32)c1 (stereo not given)	1	-3	2	-12	8	-11	-3	-2	-1.8	2
N/C(=N\N=C\c1ccc2c(c1)OCO2)c1nonc1N	4	-11	5	6	-3	-3	2	1	-5.5	-2
O=C(COc1ccc(S(=O)(=O)N2CCOCC2)cc1)Nc1ccc(Br)cc1	1	6	-4	-2	4	-4	12	3	1.9	12
COc1ccc(C2(C(=O)NCC3CCCO3)CCOCC2)cc1 (stereo not given)	1	3	0	7	-4	-2	-2	4	-0.9	-1
O=C(CSc1n[nH]c(-c2ccncc2)n1)Nc1ccc(F)cc1	-2	-15	-1	-1	9	-2	12	-4	-1.0	5
O=C(NCc1ccco1)c1ccc(COCC(F)(F)F)cc1	0	-1	3	7	2	-1	-6	-3	0.3	-4
Cc1ccc(S(=O)(=O)N/N=C/c2ccc(OCC(=O)NC(C)C)cc2)cc1	4	5	4	2	0	3	-3	-2	0.9	4
Clc1ccc2c(NCc3cccs3)ncnc2c1	0	-8	-2	-3	-2	-7	-4	3	-1.3	-1
COc1ccc(NC(=O)CN(C)C(=O)c2cccc(S(=O)(=O)N3CCCc4ccccc43)c2)cc1	4	-10	5	-1	1	-9	-6	5	-1.9	0
CC1CCC2C(=O)N(c3cccc(C(=O)Nc4ccccc4Cl)c3)C(=O)C2C1 (stereo not given)	-2	-3	-1	-4	-1	-1	8	-1	2.0	0
CCOC(=O)c1cnc(SCc2ccccc2)nc1N	-4	0	-1	1	2	-4	0	-4	-1.7	-1
O=C(Nc1ccccc1)c1cccc(S(=O)(=O)Nc2ccccn2)c1	-1	-4	-1	7	-3	7	3	2	-1.5	16
Cc1ccc(C(=O)Nc2ccc(CN3CCS(=O)(=O)CC3)cc2)cc1C	1	0	-1	2	-6	-4	2	-2	-2.1	1
O=C1CCCN1CCC1CCCCN1Cc1nc(COc2ccccc2)no1 (stereo not given)	-3	-1	0	0	-3	3	-5	1	-1.1	-1
O=C(COC(=O)c1ccc2ccccc2c1)Nc1ncc(C(F)(F)F)cc1Cl	-1	-4	2	4	1	0	3	34*	15*	-2

The results go on:
SMILES	rCAG binder	ABHD4 inh	LEDGF integ inh	TCR-CD3 inh	PRMT1 inh	HTRA1 inh	MBD2 inh	NR1D1 modulator	PG9 binder	UHRF1 MBD2 ctr
CSc1ccc(C2C(C#N)=C(N)Oc3c2ccc(=O)c2c(C)oc(C)c32)cc1 (stereo not given)	16	19	-2	1	7	36	-2	-1	-1.7	-4
O=C(/C=C/c1cn(CC(O)CN2CCCCC2)c2ccccc12)c1cccs1 (stereo not given)	4	5	3	-13	-6	-9	-18	19	-3.1	-52
COC(=O)c1sccc1NC(=S)Nc1ccccc1	2	-2	0	-7	-1	-5	6	-3	-2.5	-1
COc1ccc(CN(CC2CCCO2)C(=O)CN2C(=O)COc3ccccc32)cc1OC (stereo not given)	-5	-3	2	-3	0	-4	2	3	-1.2	3
COCOc1cccc(CN2CCC(C)(Oc3cccc(OC)c3)C2)c1 (stereo not given)	-2	-1	-6	-2	-2	x	4	0	-0.7	2
O=C(COC(=O)c1cc(=O)[nH]c2ccccc12)NC(=O)c1ccccc1	1	3	-5	-7	0	8	2	2	0.0	2
CC1CCCN(C(=O)Cn2nnc(-c3ccc(F)cc3)n2)C1 (stereo not given)	-2	-3	-1	-1	2	-4	5	1	-0.4	1
O=C(Cn1nnc(-c2ccccc2Cl)n1)N1CCCCC1	0	0	4	9	-5	-6	-6	6	2.9	0
O=C1C2C3C=CC(C3)C2C(=O)N1c1ccc(N2CCN(c3ccccn3)CC2)c([N+](=O)[O-])c1 (stereo not given)	-4	3	-3	-4	5	6	5	6	1.1	-3
CCn1c2ccccc2c2cc(NC(=O)c3ccc(Br)o3)ccc21	25	6	0	2	31*	6	-6	2	0.4	-5
Cc1ccc(NC(=O)/C(=C/C=C/c2ccccc2)NC(=O)c2ccccc2)cc1	10	-8	-1	2	1	-20	2	6	-2.3	1
O=C(c1cccc([N+](=O)[O-])c1)N1CCN(Cc2ccccc2)CC1	-1	4	4	6	1	1	0	-4	-1.2	0
CCN(CC)CCOC(=O)/C=C/c1ccccc1	-2	-8	3	-7	-4	5	-6	-5	-3.0	3
CCn1nnc(NC(=O)c2cc(Cl)c(OC)c(Cl)c2)n1	-4	4	-1	6	0	7	5	-2	-0.2	1
C/C(CCC1CC(C)OC1=O)=N/Nc1nc(-c2ccccc2)cs1 (stereo not given)	16	2	6	6	20	6	-2	-9	-1.2	4
O=S(=O)(NCC1CCCO1)c1ccc(S(=O)(=O)N2CCc3ccccc3C2)cc1 (stereo not given)	1	-3	0	0	1	-1	0	-3	0.4	4
O=C(NC(NNc1ccc([N+](=O)[O-])cc1)(C(F)(F)F)C(F)(F)F)c1ccc(Cl)cc1	3	-29	2	0	0	-42	0	-3	1.7	-1
Cc1ccc(-n2c(SCC(=O)NN=Cc3c[nH]c4ccccc34)nnc2-c2ccccc2)cc1	11	1	-4	x	1	x	6	1	x	2
CCCOc1ccc(S(=O)(=O)NCCCN2CCOCC2)c2ccccc12	-1	5	2	-2	-4	-2	-3	0	-3.9	-1
COc1cc(NC(=O)Cc2ccc(Cl)cc2)ccc1NC(=O)c1ccco1	3	-4	2	5	4	-4	-1	0	-0.8	0
O=C1c2ccccc2C(Nc2ccc(F)cc2F)N1CCN1CCOCC1 (stereo not given)	0	2	0	4	0	-12	-7	2	-1.5	2
COc1ccc(C(=O)Nc2nnc(SCC(=O)NCc3ccco3)s2)cc1OC	-2	3	-3	4	-3	10	1	3	1.1	-1
CCOc1ccc(C(=O)NC2CC3CCCC(C2)N3CC(C)C)cc1 (stereo not given)	-4	-4	0	-2	-5	9	-1	-1	-1.5	0
COCc1ccc(CN2CCc3c([nH]c4ccccc34)C2CC(C)C)o1 (stereo not given)	-3	0	2	4	-2	-2	-1	-9	-2.1	-3
COc1ccc(CCN2C(=O)CC(N3CCN(C/C=C/c4ccccc4)CC3)C2=O)cc1OC (stereo not given)	-7	-4	1	0	3	8	0	8	2.0	-2

A few values from the list:
`O=C(COC(=O)c1cc(=O)[nH]c2ccccc12)NC(=O)c1ccccc1` | MBD2 inh = 2
`CC1CCCN(C(=O)Cn2nnc(-c3ccc(F)cc3)n2)C1` (stereo not given) | UHRF1 MBD2 ctr = 1
`Cc1ccc(NC(=O)/C(=C/C=C/c2ccccc2)NC(=O)c2ccccc2)cc1` | PRMT1 inh = 1
`Cc1ccc(-n2c(SCC(=O)NN=Cc3c[nH]c4ccccc34)nnc2-c2ccccc2)cc1` | ABHD4 inh = 1
`COc1ccc(C(=O)Nc2nnc(SCC(=O)NCc3ccco3)s2)cc1OC` | MBD2 inh = 1

The main list resumes, repeating the three entries before the break.
SMILES	rCAG binder	ABHD4 inh	LEDGF integ inh	TCR-CD3 inh	PRMT1 inh	HTRA1 inh	MBD2 inh	NR1D1 modulator	PG9 binder	UHRF1 MBD2 ctr
CCOc1ccc(C(=O)NC2CC3CCCC(C2)N3CC(C)C)cc1 (stereo not given)	-4	-4	0	-2	-5	9	-1	-1	-1.5	0
COCc1ccc(CN2CCc3c([nH]c4ccccc34)C2CC(C)C)o1 (stereo not given)	-3	0	2	4	-2	-2	-1	-9	-2.1	-3
COc1ccc(CCN2C(=O)CC(N3CCN(C/C=C/c4ccccc4)CC3)C2=O)cc1OC (stereo not given)	-7	-4	1	0	3	8	0	8	2.0	-2
O=C(CNC(=O)c1ccc(F)cc1)N/N=C/c1cn[nH]c1-c1ccccc1	2	2	2	3	-3	-1	-2	-2	-0.6	0
Cn1cc(SCC(=O)N2CCN(c3ccccc3)CC2)c2ccccc21	1	0	-6	-1	4	-3	0	-3	0.4	-2
CC(C)c1ccc2oc(=O)cc(CN3CCN(c4ccc(F)cc4)CC3)c2c1	-2	2	-1	-4	-3	4	4	4	-0.9	-1
CC1=NC2=CC=CC3=NC(C(Cl)(Cl)Cl)=NC(=N1)N23	2	4	-1	-1	7	x	3	4	-1.3	0
CCCNC(=O)c1ccc(N(Cc2ccccc2)S(C)(=O)=O)cc1	-4	5	0	3	-3	0	-5	-4	1.6	1
C[C@@H]1CCCCO[C@H](CN(C)C(=O)Cc2ccccc2)[C@@H](C)CN([C@H](C)CO)C(=O)c2cc(N(C)C)ccc2O1	1	5	1	0	1	2	1	1	0.4	-1
O=C(CSc1ccccc1C(=O)O)c1ccc([N+](=O)[O-])cc1	0	0	-6	4	20	-2	-3	-2	-1.6	6
COC(=O)CCC(NC(=O)c1cc(-c2ccc3c(c2)OCCO3)oc1C)C(=O)OC (stereo not given)	-3	-3	2	5	2	5	1	15	-0.7	0
O=c1cc(-c2ccccc2)nc2c(-c3ccccc3)c(C(F)(F)F)[nH]n12	92*	-28	2	-5	1	x	-1	-8	2.4	-5
Cc1ccsc1/C=N/NC(=O)CO	-1	3	1	0	-2	0	-1	5	-3.0	2
COc1ccc(CSC2=C(C#N)C(=O)NC3(CCCCC3)S2)cc1	18	0	-6	-1	7	-10	2	2	-0.5	7
O=C(Nc1nnc(CCc2ccccc2)s1)c1ccco1	-1	-1	2	2	1	-3	-2	-5	0.4	-2
O=C(CSc1nnc(-c2ccncc2)n1-c1ccc(Br)cc1)c1ccccc1	3	4	0	x	1	x	0	-4	x	0
O=C(c1ccoc1)N1CCN(c2cc(-c3ccncc3)nc3cc(-c4cccc(Cl)c4)nn23)CC1	12	-14	1	6	2	-60	-3	7	2.5	-2
CCCN1CCC(NC(=S)Nc2cccc(Cl)c2Cl)CC1	-1	4	0	4	2	0	-5	-8	0.2	-1
O=C(Nc1ccc2ccccc2c1)c1ccccc1[N+](=O)[O-]	10	1	-1	2	-4	-25	0	17	-2.7	-3
COc1ccc(N2CCN(CCCNC(=O)CCc3ccc(F)cc3)CC2)cc1	3	4	-2	x	0	x	3	3	x	-1
c1ccc(COc2ccc(OCCCCN3CCCC3)cc2)cc1	0	7	0	-6	-1	7	-2	-1	-0.4	3
O=C(CCc1ccc(S(=O)(=O)NC2CCCCC2)cc1)NCc1cccnc1	-3	1	5	3	-4	3	-3	-1	-0.6	-2

This is a subset; the hit share may differ from the screen's.
